# Bioassay records as filed in PubChem BioAssay.
# N370S GC mod – N370S glucocerebrosidase modulation, Gaucher chaperone candidate; N370S GC spleen homogenate, 4MU-glucoside fluorescence; P04062; Potency, µM (series often up to 59.4 µM), without a hit: at the highest dose activity change, negative = inhibition, usual class: inhibitors; 330,000 tested, 0.092% active;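 also: 0% = full enzyme activity and -100% = no enzyme basal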
# FEN1 inhibitor – inhibitors of human flap endonuclease 1. Recombinant FEN1 flap cleavage, fluorescence, 15 min. P39748. Potency, µM (series often up to 114 µM), for the others: top-dose activity change, negative = inhibition, most hits filed as inhibitors. 390,000 tested, 0.35% active; also: nearly all actives have a fitted effect of over 65% in size
# Target sequence (P39748 whole entry, looked up): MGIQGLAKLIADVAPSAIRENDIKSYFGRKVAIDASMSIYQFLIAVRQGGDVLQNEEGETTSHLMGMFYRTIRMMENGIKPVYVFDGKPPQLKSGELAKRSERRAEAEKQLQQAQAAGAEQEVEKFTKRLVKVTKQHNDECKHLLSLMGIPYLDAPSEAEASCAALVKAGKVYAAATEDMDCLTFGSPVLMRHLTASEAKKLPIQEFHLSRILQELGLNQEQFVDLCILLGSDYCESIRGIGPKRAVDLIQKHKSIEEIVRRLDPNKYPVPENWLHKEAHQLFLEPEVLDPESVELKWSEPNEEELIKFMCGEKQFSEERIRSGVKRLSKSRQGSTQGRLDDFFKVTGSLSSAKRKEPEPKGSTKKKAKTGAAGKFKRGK
#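 FEN1 at 10 nM preincubated with compounds 15 min at room temperature, then flap DNA substrate added at 50 nM final. Signal read at 0 and 15 min; concentration-response fitted with four-parameter Hill equation.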
# KAT2A inh – blocks human GCN5L2 histone acetyltransferase. Q92830. GCN5L2 HAT assay, ThioGlo1 CoA-SH fluorescence. Potency, µM (series often up to 58.9 µM), inactives show at the top dose activity change, negative = inhibition, most hits filed as inhibitors. 390,000 tested, 0.21% active
#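 qHTS, 1536-well. 20nM enzyme, pH 7.5 HEPES/EDTA/Tween-20 buffer; 15 min compound preinc., RT. Start: 75uM H3(1-25), 70uM AcCoA, 50uM ThioGlo1. Read Ex340/Em540 at t=0 (autofluorescence flag) and t=20 min.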
# Numbers without * were called inactive; u = inconclusive; x = no result given; & = joins results of further samples; [ ] = another dose, or the depositor's remark. Calls follow the shape of the dose curve; as a rule, active = well fitted curve in the direction sought with a large enough effect; inconclusive = small, poorly fitted or top-dose-only effect, or another doubt; inactive = no such curve, though single readings can be large; an effect the other way counts as inactive or inconclusive. Unless noted, % is scaled to controls: 0 for no effect and ±100 for the full control effect; potency is read from the fitted curve at half-maximal effect. Outcome played no part in choosing rows; about 0.54% have a hit in one of these screens.
structure,FEN1 inhibitor,N370S GC mod,KAT2A inh
Cc1ccccc1C1CC(=O)Oc2cc(C)c(Cl)c(C)c21 (stereo not drawn),x,4%[89.1 µM],u
CCOc1ccccc1-c1nc(CN2CCC(C(=O)N3CCOCC3)CC2)c(C)o1,0%,-3%,-4%
O=S(=O)(NCCN1CCOCC1)c1ccc(Cl)s1,19%,10%,-12%
COc1cccc2cc(-c3cc(=O)oc4cc(C)c(OCC(C)=O)cc34)oc12,14%,4%,1%
O=C(N/N=C/C=C\c1cccc([N+](=O)[O-])c1)c1ccccn1,12%,-11%,30%
Cc1cc(C)nc(-n2nc(C)c3c2NC(=O)CC3c2cccc(O)c2)n1 (stereo not drawn),-1%,x,-5%
Fc1cc(Br)cc(F)c1NC(=S)N1CCOCC1,-2%,-9%,-6%
CC(=O)Oc1ccc(-c2nc(-c3cccnc3)no2)cc1,-5%,-4%,0%
Cc1cc(SCC(=O)N2CCC(c3noc4ccc(F)cc34)CC2)nc2ccccc12,8%,u,-9%
CC12CCC(O)CC1=CCC1C2CCC2(C)C1CCC21CCC(=O)O1 (stereo not drawn),-9%,14%,-1%
COc1ccc(CNC(=O)CN(Cc2cccs2)C(=O)CCC(=O)Nc2ccccn2)cc1,2%,6%,3%
CCc1ccc(NS(=O)(=O)c2ccc3[nH]c4c(c3c2)CCCCCC4)cc1,u,x,-12%
COCCNc1oc(/C=C/c2ccccc2)nc1C#N,-6%,u,-4%
CCOC(=O)c1c(C)oc2ncnc(Nc3ccc(CC)cc3)c12,-2%,x,4%
Clc1ccc(-c2nnc(SCc3cn4ccsc4n3)n2CC2CCCO2)cc1 (stereo not drawn),0%,2%,0%
Cc1cccc(NS(=O)(=O)c2nnc(NC(=O)c3ccccc3F)s2)c1,-1%,-14%,-7%
Cc1ccc(NCc2nnc(SCC(=O)N3c4ccccc4Sc4ccccc43)o2)c(C)c1,-16%,-1%,-5%
Clc1ccc(-n2cc(COCc3ccccc3)nn2)cc1,-1%,-16%,-1%
O=C(Nc1ccc(OCc2ccccc2Cl)cc1)c1cccnc1,-13%,-29%,-14%
Cc1nnc(SCC(=O)Nc2ncc(S(=O)(=O)c3ccc([N+](=O)[O-])cc3)s2)s1,-7%,9%,0%
O=C(C1=C(O)C(=O)N(CCN2CCOCC2)C1c1cccc(F)c1)c1cc2ccccc2o1 (stereo not drawn),18%,-4%,-7%
CCN(CC)CCn1c(NCc2cccc(OC)c2)nc2ccccc21,-8%,-12%,-6%
CCC(C(=O)OC)(C(=O)OC)c1ccc([N+](=O)[O-])cc1,-10%,9%,-7%
O=[N+]([O-])c1cc(CN2CCC(O)CC2)ccc1Cl,-2%,20%,1%
Cc1cccc(N2CCN(C(=O)c3cccc(S(=O)(=O)N4CCCCC4)c3)CC2)c1C,-16%,x,-10%
Cc1ccc(S(=O)(=O)Nc2nc3c(s2)C(=O)CC(C)(C)C3)cc1,-1%,3%,2%
Cc1cc(OCC(=O)O/N=C(\N)c2ccccc2)cc(C)c1Cl,-4%,5%,-10%
CCCn1c(=N)n(CC(=O)C(C)(C)C)c2ccccc21,-4%,-20%,-6%
CC1CC(=O)N(CC(=O)Nc2ccccc2F)c2ccccc2S1(=O)=O (stereo not drawn),-7%,-8%,-3%
COc1ccc(Cl)cc1N(CC(=O)Nc1ccccc1SC)S(C)(=O)=O,-4%,13%,-8%

# A run of entries taken from the entries so far, for reference:
structure,FEN1 inhibitor,N370S GC mod,KAT2A inh
Cc1ccc(NCc2nnc(SCC(=O)N3c4ccccc4Sc4ccccc43)o2)c(C)c1,-16%,-1%,-5%
Clc1ccc(-n2cc(COCc3ccccc3)nn2)cc1,-1%,-16%,-1%
O=C(Nc1ccc(OCc2ccccc2Cl)cc1)c1cccnc1,-13%,-29%,-14%
Cc1nnc(SCC(=O)Nc2ncc(S(=O)(=O)c3ccc([N+](=O)[O-])cc3)s2)s1,-7%,9%,0%
O=C(C1=C(O)C(=O)N(CCN2CCOCC2)C1c1cccc(F)c1)c1cc2ccccc2o1 (stereo not drawn),18%,-4%,-7%
CCN(CC)CCn1c(NCc2cccc(OC)c2)nc2ccccc21,-8%,-12%,-6%
CCC(C(=O)OC)(C(=O)OC)c1ccc([N+](=O)[O-])cc1,-10%,9%,-7%
O=[N+]([O-])c1cc(CN2CCC(O)CC2)ccc1Cl,-2%,20%,1%
Cc1cccc(N2CCN(C(=O)c3cccc(S(=O)(=O)N4CCCCC4)c3)CC2)c1C,-16%,x,-10%
Cc1ccc(S(=O)(=O)Nc2nc3c(s2)C(=O)CC(C)(C)C3)cc1,-1%,3%,2%
Cc1cc(OCC(=O)O/N=C(\N)c2ccccc2)cc(C)c1Cl,-4%,5%,-10%
CCCn1c(=N)n(CC(=O)C(C)(C)C)c2ccccc21,-4%,-20%,-6%
CC1CC(=O)N(CC(=O)Nc2ccccc2F)c2ccccc2S1(=O)=O (stereo not drawn),-7%,-8%,-3%
COc1ccc(Cl)cc1N(CC(=O)Nc1ccccc1SC)S(C)(=O)=O,-4%,13%,-8%

# 2 records drawn at random from those above, as already listed:
structure,FEN1 inhibitor,N370S GC mod,KAT2A inh
Cc1nnc(SCC(=O)Nc2ncc(S(=O)(=O)c3ccc([N+](=O)[O-])cc3)s2)s1,-7%,9%,0%
Clc1ccc(-c2nnc(SCc3cn4ccsc4n3)n2CC2CCCO2)cc1 (stereo not drawn),0%,2%,0%

# The list continues.
structure,FEN1 inhibitor,N370S GC mod,KAT2A inh
Cn1nc(C(=O)Nc2nc3ccccc3[nH]2)ccc1=O,14%,0%,-3%
COCC(=O)N1CCC2(CCN(Cc3nccs3)CC2)CC1,x,-12%,-5%
O=C(Nc1cccc(Cl)c1)c1ccc(NC2=NC3CS(=O)(=O)CC3S2)cc1 (stereo not drawn),17%,-17%,-13%
Cn1c(=O)cc(OCCCC(=O)NCCC2=CCCCC2)c2ccccc21,6%,-6%,-7%
CCCN(CC1CC1)C(=O)CSc1nnc(-c2ccco2)n1N,x,6%,-9%
COc1cccc(CNc2ccc(F)c([N+](=O)[O-])c2)c1O,2%,-27%,-5%
Cc1nc2cncc(Br)c2n1C,-11%,-3%,-5%
O=C1C2C3C=CC(C2C(=O)N1C1CCCCC1)C1C2C(=O)N(C4CCCCC4)C(=O)C2C31 (stereo not drawn),-3%,2%,2%
Cc1ccnc(NC2c3ccccc3C(=O)N2Cc2ccccc2Cl)c1 (stereo not drawn),-3%,-7%,-9%
COc1ccc(C(=O)NN2C(=O)C3C4C=CC(O4)C3C2=O)cc1 (stereo not drawn),-7%,5%,3%
COC(=O)N1CCC2(CC1)CN(C(=O)Nc1ccccc1)C2,x,-5%,-8%
O=C(Nn1cnc2ccccc2c1=O)c1ccccc1Cl,1%,3%,-10%
O=C(Cc1cc(=O)[nH][nH]1)N/N=C/c1ccccc1[N+](=O)[O-],2%,3%,-1%
Cc1nn(Cc2ccc(C(=O)Nc3ccccc3F)cc2)c(C)c1Cl,-3%,10%,1%
CC(C)c1nc2c(c(=O)c3ccccc3n2C)c(=O)n1CCc1ccccc1,-23%,u,-32%
COc1ccc(-c2oc(=O)c3cc(OC)c(OC)cc3c2/C=C/c2ccc([N+](=O)[O-])cc2)cc1,6%,x,0%
COc1cc(OC)cc(C(=O)Nc2cccc(C(C)=O)c2)c1,-10%,7%,-5%
O=C(CN1C(=O)NC2(CCCc3ccccc32)C1=O)NCc1ccco1 (stereo not drawn),-7%,25%,4%
CCOC(=O)c1cccc(NC(=O)C2CCCN(c3nnc(N4CCCC4=O)s3)C2)c1 (stereo not drawn),21%,1%,2%
CN(C)c1nc(/C=C(\C#N)C(N)=O)c(Cl)n1-c1ccc(F)cc1,17%,-2%,-8%
NS(=O)(=O)c1ccc(CCNC(=O)C2CCN(S(=O)(=O)c3cccc4cccnc34)CC2)cc1,12%,-13%,3%
O=c1ccc(-c2ccc(S(=O)(=O)NCc3cccc(Br)c3)s2)n[nH]1,-7%,-10%,-4%
O=C(COC(=O)c1cc2ccccc2cc1O)Nc1ccccc1F,-2%,x,-2%
CC(=O)N1N=C(c2ccc(C)c([N+](=O)[O-])c2)OC1(C)C,5%,-1%,1%
[O-]/[N+](=C\c1ccncc1)c1ccc(Br)cc1,-3%,-16%,-11%
COc1ccc(NC(=O)CSc2nnc(-c3cc(C)[nH]n3)n2N)cc1,2%,-2%,-5%
CC(=O)Nc1ccc(SC(C)C(=O)NC(N)=O)cc1 (stereo not drawn),-9%,1%,-7%
CCOC(=O)CNC(=O)CSc1nc2cccnc2n1CC,-15%,6%,1%
O=C(NCCCN1CCCC1)c1ccc(CS(=O)(=O)c2ccc(Br)cc2)o1,10%,-8%,-3%
CCOc1ccc([C@@H]2CC=C(C(=O)O)[C@H](c3ccc(Cl)cc3)N2S(=O)(=O)c2ccc(C)cc2)cc1,3%,1%,-13%
O=C(Nc1ccccc1)n1ccc(-c2ccc(-n3ccnc3)cc2)n1,x,10%,-9%
O=C(NCCN1C(=O)S/C(=C\c2cccs2)C1=O)c1ccco1,5%,4%,-10%
COCCn1c(=O)c(CCc2ccccc2)nc2cnc(OC)nc21,x,-4%,-7%
COc1ccccc1C(=O)Nc1ccc2c(c1)nc(CN1CCN(C(C)=O)CC1)n2C,-13%,2%,-10%
COc1cccc(-c2cc(C(=O)NN3CCOCC3)c3ccccc3n2)c1,-6%,3%,-5%
O=C(CN1C(=O)/C(=C\c2cccc(F)c2)Oc2ccccc21)N1CCN(c2ccccn2)CC1,1%,3%,-9%
CCCCN(C)C(=S)Nc1ccc2nc3n(c(=O)c2c1)CCCCC3,-5%,7%,-9%
C[C@@H](C(=O)NCCc1c[nH]c2ccccc12)[C@@H]1C[C@@]1(C)[C@@H](NC(=O)OCc1ccccc1)c1ccccc1,-20%,5%&4%,-9%
CC1=C(CC(=O)NCC(=O)NCC(=O)O)c2cc(F)ccc2/C1=C/c1ccc(S(C)=O)cc1 (stereo not drawn),8%,-4%,-14%
CCC(NC(=O)c1ccccc1NC(=O)c1ccc(C)cc1)C(=O)O (stereo not drawn),-9%,5%,-2%
COc1cccc(C2=NOC(C(=O)N3CCN(c4ccccc4)CC3)C2)c1OC (stereo not drawn),-22%,4%,-1%
Cc1ccc(NC(=O)N2CCC(CN3CCCCC3)CC2)c(Cl)c1,-2%,x,0%
O=C1c2[nH]nc(-c3ccccc3O)c2C(c2cccc(Cl)c2)N1Cc1cccnc1 (stereo not drawn),-4%,x,3%
COc1ccc(C)cc1S(=O)(=O)Nc1cc2c3c(c1)CCN3C(=O)CC2,2%,0%,-16%
c1ccc(-c2cc3c(N4CCN(c5ccccc5)CC4)ncnc3s2)cc1,-4%,19%,-20%
NNC(=O)c1ccc(Oc2cc(Cl)cc(Cl)c2)o1,15%,3%,u
CC(C)(C)NC(=O)COC(=O)c1cc(S(=O)(=O)N2CCCCC2)ccc1N1CCOCC1,-15%,u,4%
N#Cc1cc(-c2ccccc2)nc(Oc2ccc(Cl)cc2)n1,3%,0%,-10%
CSc1nnc(NC(=O)c2ccc(C)c(S(=O)(=O)N3CCOCC3)c2)s1,-12%,0%,-7%
CC1CCN(C(=O)/C(=C\c2ccccc2)NC(=O)c2ccccc2)CC1,-1%,-6%,-5%
Cc1ccc(OCc2nnnn2-c2ccccc2)cc1,-6%,7%,-3%
O=C(Nc1ccncc1)C1CCN(S(=O)(=O)c2ccc(Cl)c(C(F)(F)F)c2)CC1,-10%,x,0%
CCOC(=O)C(NC(=O)c1ccc(OC)cc1)(OCC1(CC)COC1)C(F)(F)F (stereo not drawn),-4%,0%,0%
COc1ccc(-c2csc(NC(=O)CN3C(=O)CCC3=O)n2)cc1,0%,-7%,-2%
CCOC(=O)c1ccc(CNCc2ccccc2)cc1,4%,-5%,-2%
CC(=O)c1cccc(NC(=S)Nc2cccc3ccccc23)c1,14%,2%,-4%
CCOc1nc(NCCO)nc(Nc2ccccc2F)n1,19%,-1%,0%
Cc1ccc(C(c2c(O)nc3n(c2=O)CCS3)c2c(O)nc3n(c2=O)CCS3)cc1,-4%,-5%,0%
C=CCn1c(SCC(O)Cn2c3ccccc3c3ccccc32)nnc1-c1ccco1 (stereo not drawn),-8%,8%,-11%
O=C(NCCCC(=O)N1CCCCC1)c1ccc(Cl)cc1,5%,0%,-3%
CN(c1ccc(C(=O)NCCSC(C)(C)C)cc1)S(=O)(=O)c1ccccc1,0%,14%,-2%
O=C(Nc1ccccc1-c1ccccc1)c1ccccc1[N+](=O)[O-],2%,-5%,-3%
C/C(=C\C(=O)OCCCCCCCCC(=O)O)C[C@@H]1OC[C@H](C[C@@H]2O[C@H]2[C@@H](C)[C@H](C)O)[C@@H](O)[C@H]1O,-3%,x,-18%
